IDH1 mut inh: inhibitors of human IDH1 R132H; O75874; IDH1 R132H reductase, diaphorase/resazurin fluorescence, 60 min; inhibition, % at 10 µM; hit rate 0.18% among 70,000; AID 624101; in the data active = inhibition above about 34%;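 also: 0% = DMSO and 100% = no enzyme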
EZH2 inh: EZH2 (human) methyltransferase inhibition | PRC2 H3K27 methylation, DELFIA TRF, 1 h | Q15910 | inhibition, % at 12.5 µM | hit rate 0.35% among 57,000;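 active = mean inhibition of replicates at least 50% and every single replicate also reaching 50%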;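 also: dimethyl H3K27 on biotinylated H3 21-44 peptide detected by antibody; plate controls were median neutral control wells for no effect and median positive control wells for full effect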
Target sequence (Q15910 whole entry, looked up): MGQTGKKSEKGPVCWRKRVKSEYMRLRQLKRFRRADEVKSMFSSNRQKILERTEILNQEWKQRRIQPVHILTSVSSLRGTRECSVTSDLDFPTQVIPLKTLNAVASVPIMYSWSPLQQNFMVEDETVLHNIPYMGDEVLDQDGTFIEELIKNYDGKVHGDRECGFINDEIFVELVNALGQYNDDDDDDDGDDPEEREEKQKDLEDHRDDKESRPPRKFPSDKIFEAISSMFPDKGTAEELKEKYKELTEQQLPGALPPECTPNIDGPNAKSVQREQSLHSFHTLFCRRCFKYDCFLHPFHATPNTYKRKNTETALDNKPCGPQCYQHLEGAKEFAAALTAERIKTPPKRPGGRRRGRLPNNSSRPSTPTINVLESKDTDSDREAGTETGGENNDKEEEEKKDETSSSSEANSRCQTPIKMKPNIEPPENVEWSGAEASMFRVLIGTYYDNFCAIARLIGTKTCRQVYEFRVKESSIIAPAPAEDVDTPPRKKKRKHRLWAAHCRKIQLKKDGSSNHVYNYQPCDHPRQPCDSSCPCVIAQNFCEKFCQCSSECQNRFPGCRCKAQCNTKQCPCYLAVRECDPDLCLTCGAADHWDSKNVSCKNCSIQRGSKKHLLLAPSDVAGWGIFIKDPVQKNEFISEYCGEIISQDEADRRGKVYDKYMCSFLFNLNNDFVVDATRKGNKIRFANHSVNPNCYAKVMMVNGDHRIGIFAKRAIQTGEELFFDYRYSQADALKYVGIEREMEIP
* = called active by the depositor; . = not tested or not shown.

Order of results – IDH1 mut inh, EZH2 inh
O=C(Nc1ccc2c(c1)OCO2)N[C@@H]1CC[C@H](CCNC(=O)C2CC2)O[C@H]1CO
    0.6, 6
CCCNC(=O)Nc1ccc2c(c1)C(=O)N(C)C[C@@H](OC)[C@@H](C)CN(C(=O)C1CC1)[C@H](C)CO2
    -0.2, 2
O=C(C[C@@H]1C=C[C@H](NC(=O)Nc2cc(F)ccc2F)[C@@H](CO)O1)NCCCN1CCOCC1
    -0.3, -7
COc1ccccc1CNC(=O)C[C@H]1C[C@@H]2c3cc(N(C)C)ccc3O[C@@H]2[C@H](CO)O1
    -3.2, -5
C[C@@H]1CN([C@H](C)CO)C(=O)c2cc(NC(=O)Nc3cccc4ccccc34)ccc2O[C@H]1CN(C)C(=O)Nc1ccccc1
    -6.3, -13
CNC[C@@H]1Oc2ccc(NC(=O)Nc3cccc4ccccc34)cc2C(=O)N([C@@H](C)CO)C[C@@H]1C
    -0.5, .
C[C@H]1CN([C@@H](C)CO)C(=O)c2cc(C#CCN(C)C)cnc2O[C@H]1CN(C)C(=O)Cc1ccncc1
    0.2, .
C[C@@H]1CN([C@@H](C)CO)C(=O)c2cc(N(C)C)ccc2O[C@@H](C)CCCCO[C@H]1CN(C)S(=O)(=O)c1ccccc1
    0.0, -11
Cc1occc(=O)c1CC=O
    0.0, 7
COc1ccc(NC(=O)Nc2ccc3c(c2)C(=O)N([C@@H](C)CO)C[C@H](C)[C@@H](CN(C)Cc2ccc(Cl)c(Cl)c2)O3)cc1
    1.9, .

The final four entries of the part above open the next one:
Order of results – IDH1 mut inh, EZH2 inh
C[C@H]1CN([C@@H](C)CO)C(=O)c2cc(C#CCN(C)C)cnc2O[C@H]1CN(C)C(=O)Cc1ccncc1
    0.2, .
C[C@@H]1CN([C@@H](C)CO)C(=O)c2cc(N(C)C)ccc2O[C@@H](C)CCCCO[C@H]1CN(C)S(=O)(=O)c1ccccc1
    0.0, -11
Cc1occc(=O)c1CC=O
    0.0, 7
COc1ccc(NC(=O)Nc2ccc3c(c2)C(=O)N([C@@H](C)CO)C[C@H](C)[C@@H](CN(C)Cc2ccc(Cl)c(Cl)c2)O3)cc1
    1.9, .
CC(C)NC(=O)Nc1ccc2c(c1)C(=O)N([C@@H](C)CO)C[C@@H](C)[C@@H](CN(C)C(=O)CCCN(C)C)OCCCC[C@H](C)O2
    ., -6
CC(=O)N(C)C[C@H]1Oc2cc(C3=CCCCC3)ccc2S(=O)(=O)N([C@H](C)CO)C[C@H]1C
    -1.6, 7
C[C@H](CO)N1C[C@H](C)[C@@H](CN(C)C(=O)c2ccccc2F)Oc2ncc(-c3cncnc3)cc2C1=O
    0.1, .
CC(C)NC(=O)Nc1ccc2c(c1)CC(=O)N([C@H](C)CO)C[C@@H](C)[C@H](CN(C)C)O2
    0.8, -8
C[C@@H]1CN([C@@H](C)CO)C(=O)Cc2cc(NC(=O)CCN3CCOCC3)ccc2O[C@@H]1CN(C)Cc1ccncc1
    3.2, 4
O=C(C[C@@H]1CC[C@H](NC(=O)Nc2ccc3c(c2)OCO3)[C@H](CO)O1)NCc1ccc2c(c1)OCO2
    0.5, 0
CS(=O)(=O)N(CC(=O)Nc1ccc(F)cc1F)c1cc(Cl)c(Cl)cc1Cl
    0.2, 1
C[C@H](CO)N1C[C@H](C)[C@H](CN(C)C(=O)[C@@H](Cc2ccccc2)N(C)C)OCc2ccccc2-c2c(n(C)c3ccccc23)C1=O
    0.6, -29
C[C@@H]1CN([C@@H](C)CO)C(=O)Cc2cc(NC(=O)C3CC3)ccc2O[C@H]1CN(C)Cc1ccc(C(=O)Nc2ccccc2N)cc1
    2.8, -6
CC(C)NC(=O)N(C)C[C@H]1Oc2c(NC(=O)Nc3ccc(F)cc3)cccc2C(=O)N([C@H](C)CO)C[C@@H]1C
    2.6, .

Order of results – IDH1 mut inh, EZH2 inh
COc1ccccc1CC(=O)Nc1cc([N+](=O)[O-])ccc1OC
    -0.3, -3
C[C@H]1CN([C@@H](C)CO)C(=O)Cc2cc(NC(=O)CCCN(C)C)ccc2O[C@@H]1CN(C)S(=O)(=O)c1cccs1
    -1.2, .
C[C@@H]1CCCCO[C@@H](CN(C)C(=O)c2ccncc2)[C@@H](C)CN([C@H](C)CO)C(=O)c2cc(NC(=O)CCCCCC(=O)Nc3ccccc3N)ccc2O1
    ., -21
Cc1ccc2nc(-c3ccc(Cl)c(NC(=O)COc4ccc(Br)cc4)c3)oc2c1
    -0.3, -11
C[C@@H]1CN([C@H](C)CO)C(=O)c2cc(C#Cc3ccc(F)cc3)cnc2O[C@H]1CN(C)C
    -2.0, -24
O=C(C[C@@H]1C[C@@H]2c3cc(NC(=O)Nc4ccccc4)ccc3O[C@@H]2[C@H](CO)O1)NCC1CC1
    0.2, 2
COc1cccc(NC(=O)N(C)C[C@@H]2Oc3ncc(C4=CCCCC4)cc3C(=O)N([C@@H](C)CO)C[C@H]2C)c1
    -4.2, -8
COC(=O)c1ccccc1NC(=O)CN(c1cccc2ccccc12)S(C)(=O)=O
    0.1, 8
Cc1ccc(S(=O)(=O)N(C)C[C@H]2OCc3cn(nn3)CCCC(=O)N([C@@H](C)CO)C[C@H]2C)cc1
    -1.4, 1
CCCN1C[C@@H](C)[C@H](OC)CN(C)C(=O)c2cc(NC(=O)C3CC3)ccc2OC[C@@H]1C
    0.3, -5

Order of results – IDH1 mut inh, EZH2 inh
C[C@@H]1CN([C@H](C)CO)S(=O)(=O)c2ccc(C#C[C@@H](C)O)cc2O[C@@H]1CN(C)Cc1cccnc1
    ., 0
COCC(=O)N(C)C[C@H]1Oc2ncc(C3=CCCC3)cc2C(=O)N([C@@H](C)CO)C[C@@H]1C
    -3.5, 15
COc1ccc(S(=O)(=O)Nc2ccc3c(c2)CC(=O)N([C@@H](C)CO)C[C@H](C)[C@H](CN(C)S(=O)(=O)c2cccs2)O3)cc1
    -0.7, .
COc1ccc(CNC(=O)C[C@@H]2CC[C@H](NC(=O)c3ccc4c(c3)OCO4)[C@H](CO)O2)cc1
    -0.2, 1
O=C(CCCCCCC(=O)Nc1ccccc1O)N/N=C/c1cc(F)ccc1O
    0.0, 2
C[C@@H]1CN([C@@H](C)CO)C(=O)c2cc(C#Cc3ccccc3F)cnc2O[C@H]1CN(C)C(=O)Cc1cccnc1
    -7.3, -1
C[C@H]1CN([C@@H](C)CO)C(=O)Cc2cc(NC(=O)Nc3ccc(F)cc3)ccc2O[C@@H]1CN(C)C
    3.6, .
CCCN1C[C@@H](C)[C@H](OC)CN(C)C(=O)c2ccc(NC(=O)c3ccccc3)cc2OC[C@@H]1C
    0.3, -2
C[C@@H]1CN([C@@H](C)CO)C(=O)c2cccc(N(C)C)c2O[C@@H]1CN(C)S(=O)(=O)c1cn(C)cn1
    2.8, -9
C[C@H]1CN([C@@H](C)CO)C(=O)Cc2cc(NC(=O)Cn3cnnn3)ccc2O[C@H]1CN(C)C(=O)Nc1ccc(C(F)(F)F)cc1
    0.1, .

Order of results – IDH1 mut inh, EZH2 inh
C[C@H](CO)N1C[C@H](C)[C@H](CN(C)C(=O)Cc2ccccn2)Oc2ncc(-c3ccccc3)cc2C1=O
    ., -2
C[C@@H]1CN([C@H](C)CO)C(=O)c2cc(NC(=O)CCCN(C)C)ccc2O[C@@H](C)CCCCO[C@H]1CN(C)CC1CCCCC1
    3.8, -6
NC1CCN(c2cccc(Cl)n2)CC1
    -0.3, 7
CC(C)NC(=O)N(C)C[C@H]1Oc2ccc(NC(=O)C3CC3)cc2C(=O)N([C@@H](C)CO)C[C@@H]1C
    2.2, 3
C[C@@H]1CN([C@@H](C)CO)C(=O)c2cc(N(C)C)ccc2O[C@@H]1CN(C)C(=O)Nc1ccc(F)cc1
    0.5, 10
Cc1ccc(N(CC(=O)Nc2ccc(F)c(Cl)c2)S(C)(=O)=O)cc1
    -0.1, 2
C[C@H](CO)N1C[C@H](C)[C@@H](CN(C)C)Oc2ncc(-c3ccncc3)cc2C1=O
    1.0, 12
C[C@@H]1CN([C@@H](C)CO)C(=O)c2cc(NC(=O)Nc3ccc4c(c3)OCO4)ccc2O[C@@H]1CN(C)Cc1ccc(C(=O)O)cc1
    2.4, .
CCC(=O)N1C[C@H](C)[C@@H](OC)CN(C)C(=O)c2cc(NC(=O)c3cnccn3)ccc2OC[C@H]1C
    0.3, 7
C[C@H](NC(=O)C[C@@H]1CC[C@@H](NC(=O)Cc2ccccn2)[C@@H](CO)O1)c1ccccc1
    0.0, 1

Order of results – IDH1 mut inh, EZH2 inh
Cc1noc(C)c1NC(=O)Nc1ccc2c(c1)CC(=O)N([C@@H](C)CO)C[C@H](C)[C@H](CN(C)Cc1ccc3c(c1)OCO3)O2
    0.1, 3
C[C@@H]1CN([C@H](C)CO)C(=O)c2cccc(NC(=O)Nc3ccccc3)c2O[C@@H]1CN(C)Cc1ccc(C(F)(F)F)cc1
    1.9, -19
Cc1cc2c(cc1S(N)(=O)=O)S(=O)(=O)CCC2
    0.1, -2
C[C@@H]1CCCCO[C@H](CN(C)CC2CC2)[C@@H](C)CN([C@H](C)CO)C(=O)c2cc(NS(=O)(=O)c3ccccc3)ccc2O1
    0.0, .
O=C(Nc1cc(F)ccc1F)N[C@H]1CC[C@H](CCn2cc(C3CC3)nn2)O[C@H]1CO
    0.7, 3
CC(=O)N(C)C[C@@H]1Oc2cc(Br)ccc2S(=O)(=O)N([C@@H](C)CO)C[C@H]1C
    -0.9, 13
Cc1nn(S(=O)(=O)c2ccccc2[N+](=O)[O-])c(C)c1Sc1ccccc1
    0.7, -10
C[C@H]1CN([C@@H](C)CO)C(=O)c2cc(-c3cccnc3)cnc2O[C@@H]1CN(C)C(=O)c1ccccc1F
    0.0, .
CC(Oc1cccc(Cl)c1)C(=O)Nc1ccccc1C(=O)O (centres undefined)
    0.0, 7
COc1cccc(S(=O)(=O)N[C@@H]2CC[C@@H](CC(=O)NCc3ccccc3)O[C@H]2CO)c1
    0.0, -2

Complete entries, quoted from the list:
Record of Cc1noc(C)c1NC(=O)Nc1ccc2c(c1)CC(=O)N([C@@H](C)CO)C[C@H](C)[C@H](CN(C)Cc1ccc3c(c1)OCO3)O2 = IDH1 mut inh = 0.1; EZH2 inh = 3
Record of Cc1cc2c(cc1S(N)(=O)=O)S(=O)(=O)CCC2 = IDH1 mut inh = 0.1; EZH2 inh = -2

The list goes on:
Order of results – IDH1 mut inh, EZH2 inh
C[C@H](CO)N1C[C@H](C)[C@H](CN(C)C(=O)c2ccc(F)cc2)Oc2ncc(/C=C/c3ccccc3)cc2C1=O
    0.0, -8
Cc1ccc(NC(=O)CC2C(=O)NCCN2C(=S)Nc2ccccc2)c(C)c1 (centres undefined)
    0.1, -2
CO[C@H]1CN(C)C(=O)c2cc(NC(=O)C3CCCC3)ccc2OC[C@H](C)NC[C@@H]1C
    -0.1, 6
N#Cc1c(C(F)(F)F)cc(-c2cccs2)nc1SCC(O)COc1ccc(Cl)cc1 (centres undefined)
    0.8, 15
C=C1C(=O)O[C@@H]2[C@H]3C(=C)[C@@H](O[C@@H]4O[C@H](CO)[C@@H](O)[C@H](O)[C@H]4O)C[C@H]3C(=C)C[C@@H](O)[C@@H]12
    0.7, .
O=C(NO)c1ccc(C(=O)N/N=C/c2cc3ccccc3n2S(=O)(=O)c2ccccc2)cc1
    0.3, -62
COc1cccc(S(=O)(=O)N[C@H]2CC[C@H](CCn3cc(-c4ccccc4)nn3)O[C@@H]2CO)c1
    0.2, -5
C[C@H]1CN([C@@H](C)CO)S(=O)(=O)c2ccc(C#Cc3ccncc3)cc2O[C@H]1CN(C)C(=O)C1CCCCC1
    20, -6
CO[C@@H]1CN(C)C(=O)c2cc(NC(=O)c3ccccc3)ccc2OC[C@@H](C)N(C)C[C@@H]1C
    0.5, -13
O=C(CN1CCOCC1)NCC[C@H]1CC[C@H](NC(=O)Nc2ccc(Cl)cc2)[C@@H](CO)O1
    0.0, 1

Order of results – IDH1 mut inh, EZH2 inh
C[C@H](CO)N1C[C@H](C)[C@H](CN(C)S(=O)(=O)c2cn(C)cn2)Oc2ccc(NC(=O)NC3CCCCC3)cc2C1=O
    1.5, .
Cc1noc(C)c1S(=O)(=O)Nc1ccc2c(c1)C(=O)N([C@H](C)CO)C[C@H](C)[C@H](CN(C)C(=O)c1ccncc1)OCCCC[C@H](C)O2
    -0.1, .
CC1CCc2c(sc(NC(=O)c3cc(-c4cccnc4)nc4ccc(Cl)cc34)c2C(N)=O)C1 (centres undefined)
    -0.3, 0
CO[C@H](CN(C)S(=O)(=O)c1cn(C)cn1)[C@H](C)CN(C(=O)Nc1ccc(C(F)(F)F)cc1)[C@@H](C)CO
    -0.1, -11
CC(C)CC#Cc1ccc2c(c1)O[C@H](CN(C)C(=O)c1cccc(F)c1)[C@H](C)CN([C@@H](C)CO)S2(=O)=O
    0.1, -17
Cc1noc(C)c1NC(=O)N(C)C[C@@H]1OCCCC[C@H](C)Oc2ccc(NC(=O)C3CCCCC3)cc2C(=O)N([C@H](C)CO)C[C@H]1C
    0.9, .
CN1CCN(C(=O)C[C@@H]2C=C[C@H](NC(=O)Nc3ccccc3F)[C@@H](CO)O2)CC1
    0.1, 4
O=C(C[C@H]1C=C[C@@H](NC(=O)Nc2ccc(C(F)(F)F)cc2)[C@H](CO)O1)NCc1cccc(F)c1
    0.6, -5
CNC[C@H]1OCCCC[C@H](C)Oc2ccc(NC(=O)CCCN(C)C)cc2C(=O)N([C@H](C)CO)C[C@@H]1C
    4.9, 22

An excerpt, so the mix of outcomes need not match the whole.
